High-throughput results as filed in PubChem.
esBAF inh: SWI/SNF esBAF complex inhibition. mouse ES cells, Bmi1-luciferase knock-in reporter, 24 h; 100% = twice the neutral-well signal. reporter increase, % at 12.5 µM. 350,000 tested, 2% active. AID 602393; in the data active = activation above about 40%; inconclusive = no clear call, values can overlap the other calls;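 also: 0% = median of the plate's neutral control wells and 100% = double that signal; a rise in the Bmi1 reporter signal indicates esBAF inhibition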
FN deposition inh: fibronectin deposition inhibition | AH1F fibroblasts, Alexa488-fibronectin deposition fluorescence, overnight | inhibition, % at 12.6 µM | 350,000 tested, 0.086% active | AID 743247;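 active = mean inhibition across replicates of 30% or more, regardless of how many single replicates reach that level; inconclusive = mean under 30% yet at least half of replicates reach 30%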;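 also: positive control wells lacked labelled fibronectin entirely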
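Test system: AH1F fibroblast monolayer depositing Alexa488-labelled fibronectin into matrix. Input: 10000 cells per well. Technique: fluorescence, ex 485 nm, em 525 nm. Buffer or medium: DMEM plus 2% serum, read in PBS. Timing: 1 h cell adhesion before compound, then overnight fibronectin incubation. Compound: single dose, pinned. Read-out basis: inhibition from reduced deposited-fibronectin fluorescence.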
C2C12 statin: suppression of simvastatin myotoxicity. AID 602340. rescue of ATP level, % at 7.49 µM. 330,000 tested, 0.78% active. C2C12 myotubes + simvastatin, ATP luminescence, 48 h; scaled: DMSO 0, geranylgeraniol control 100;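 active = mean ATP rescue above about 67%, or every replicate alone reaching that limit, limit read from the data, passing the limit was not always enough; inconclusive = no clear call, values can overlap the other calls; inactive = mean under the limit and some replicate under it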;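 also: myotubes were challenged with 10 µM simvastatin during compound exposure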
CASP6 VEID inh: inhibitors of human caspase-6 | P55212 | purified caspase-6, Z-VEID-R110 cleavage fluorescence | inhibition, % at 12.5 µM | 350,000 tested, 0.53% active | AID 686996;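 active = mean inhibition across replicates at least about 35%, with every replicate also reaching that limit, limit read from the data; inconclusive = only one of the two criteria met; inactive = neither criterion met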;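 also: 0% = median of neutral control wells and 100% = no fluorescence left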
Target sequence (P55212 24-179 limits assumed): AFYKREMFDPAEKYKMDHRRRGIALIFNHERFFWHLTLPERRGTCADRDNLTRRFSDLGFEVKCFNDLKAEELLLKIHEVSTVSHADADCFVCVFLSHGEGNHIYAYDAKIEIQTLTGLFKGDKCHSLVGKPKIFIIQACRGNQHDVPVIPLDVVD
Target sequence (P55212 194-293 limits assumed): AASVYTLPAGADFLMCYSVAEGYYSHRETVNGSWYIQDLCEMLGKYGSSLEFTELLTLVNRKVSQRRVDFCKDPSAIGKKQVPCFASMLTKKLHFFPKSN
SIRT5 block: inhibitors of human sirtuin-5 desuccinylase. Q9NXA8. Purified SirT5, succinyl-peptide AMC, trypsin-coupled fluorescence. inhibition, % at 15 µM. 330,000 tested, 1.1% active; in the data active = inhibition above about 15%; inconclusive = no clear call, values can overlap the other calls
Target sequence (Q9NXA8 whole entry, looked up): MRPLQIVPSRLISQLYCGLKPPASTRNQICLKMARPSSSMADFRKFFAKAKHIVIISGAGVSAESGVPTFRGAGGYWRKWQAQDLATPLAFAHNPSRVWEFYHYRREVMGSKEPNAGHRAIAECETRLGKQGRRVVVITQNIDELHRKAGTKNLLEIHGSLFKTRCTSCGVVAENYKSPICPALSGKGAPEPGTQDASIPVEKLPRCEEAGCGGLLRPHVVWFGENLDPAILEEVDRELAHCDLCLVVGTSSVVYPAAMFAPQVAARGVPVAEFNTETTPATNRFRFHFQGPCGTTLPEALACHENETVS
LGR2 antag: inhibitors of bursicon-induced Drosophila LGR2 receptor cAMP signaling. inhibition, % at 9.99 µM. HEK293 LGR2, CRE-luciferase, bursicon-stimulated, 4 h. 380,000 tested, 0.35% active;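 active = drop in luminescence signal, shown as inhibition above about 50% in the replicate tests, limit read from the data, passing the limit was not always enough; inconclusive = probably only some replicates passing the limit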;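 also: agonist challenge used bursicon conditioned medium at about half maximal strength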
S100A4 MyoIIA: S100A4-myosin IIA interaction inhibition. P26447. S100A4/TAMRA-MyoIIA peptide fluorescence polarization. inhibition, % at 10.7 µM. 360,000 tested, 0.14% active;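 active = mean inhibition of at least 70% across replicates, with every replicate also reaching that level; inconclusive = mean inhibition reaches 70% but some replicates fall short; inactive = mean inhibition below 70%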
Target sequence (P26447 whole entry, looked up): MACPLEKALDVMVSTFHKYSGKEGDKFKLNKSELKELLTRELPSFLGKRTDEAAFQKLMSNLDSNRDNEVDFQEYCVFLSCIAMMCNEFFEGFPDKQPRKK
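incubation = readout 5 min after mixing, signal stable up to 60 min | system = S100A4 monomer protein | buffer or medium = HEPES pH 7.2 with CaCl2, KCl, NaCl, DTT, Triton | benchmarks = neutral control DMSO, positive control TFP | also added = fluorescent myosin IIA peptide, 5 nM | compound dosing = one concentration per compound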
* hit, by the source's call; u = inconclusive; x = not tested or not shown; & = joins results of further samples. These rows are one share of the data, so the mix of outcomes need not match the whole.

SMILES	esBAF inh	FN deposition inh	C2C12 statin	CASP6 VEID inh	SIRT5 block	LGR2 antag	S100A4 MyoIIA
O=C(C1CC1)N1CC2(C1)[C@H](c1ccccc1)[C@H](CO)N2S(=O)(=O)c1ccccc1	x	-9.0	x	0.5	-3.3	13.7	-10.5
CCOc1ccc(N2CC(C(=O)NCCN3C(=O)S/C(=C\c4ccc(OC)cc4)C3=O)CC2=O)cc1 (configuration not stated)	x	7.5	x	-1.3	3.3	4.9	-5.8
COc1ccccc1NC(=O)N1CCCC1C(=O)NCc1ccccc1F (configuration not stated)	-6.4	-3.2	6.0	x	x	x	x
COc1ccc(C(=O)NC(=S)NNC(=O)c2ccc3ccccc3n2)cc1	x	2.9	x	3.1	1.1	-4.9	-5.0
C[C@H](CO)N1C[C@H](C)[C@@H](CN(C)C(=O)C2CCCCC2)Oc2cc(-c3cccnc3)ccc2S1(=O)=O	1.9	x	-3.4	3.5	-6.0	-6.9	6.5
CC(C)(C)n1nc(Cc2cccc3ccccc23)c2c(N)ncnc21	2.4	0.2	-22.3	-2.4	12.5	21.7	-3.1
Cc1cc(C)c(S(=O)(=O)NCc2ccccn2)cc1C	2.4	7.1	-9.8	-0.9	0.8	5.1	-3.3
CCCN1[C@@H]2Cn3c(ccc(C4=CCCCC4)c3=O)[C@H]1[C@@H](C(=O)NCC)[C@@H]2CO	-3.7	x	-21.0	-0.1	-6.5	-8.2	4.3
Cc1ccc(S(=O)(=O)N(C)c2ccc(OCC(=O)OCc3c(C)noc3C)cc2)cc1	-5.3	1.8	3.1	x	x	x	x
C[C@@H]1CN([C@@H](C)CO)C(=O)Cc2cc(NS(=O)(=O)c3cn(C)cn3)ccc2O[C@@H]1CN(C)Cc1ccc(Cl)c(Cl)c1	0.5	x	61.5	-1.7	-1.8	-4.1	11.6
CC(C)(C)NC1=NCCNC(c2ccccc2)=C1	-4.5	-6.2	-5.5	-18.6	x	7.6	0.9
COc1ccc(S(=O)(=O)N(C)C[C@H]2OCCCC[C@H](C)Oc3ccc(NS(=O)(=O)c4cn(C)cn4)cc3C(=O)N([C@H](C)CO)C[C@H]2C)cc1	-6.7	-2.4	x	-1.9	-2.9	5.6	-14.4
COc1ccc(NC(=O)N(C)C[C@@H]2OCCCC[C@H](C)Oc3ccc(NS(=O)(=O)c4cn(C)cn4)cc3C(=O)N([C@H](C)CO)C[C@H]2C)cc1	1.7	x	x	-4.3	-0.6	-10.5	-0.4
CCOC(=O)C1C(=O)CC(C)(O)C(C(=O)OCC)C1c1ccc2c(c1)OCO2 (configuration not stated)	-2.0	6.1	u	x	x	x	x
O=C(NCc1ccccn1)c1cccc(NS(=O)(=O)c2cccc(F)c2)c1	-7.5	-0.6	-6.9	2.0	-3.4	-4.7	-11.7
O=C(COC(=O)/C=C/c1ccc2c(c1)OCO2)NC1CCS(=O)(=O)C1 (configuration not stated)	x	-12.2	x	-0.3	0.2	2.4	-8.7
Cc1c(NS(=O)(=O)c2cc(C(=O)NCCN(C)C)ccc2Cl)c(=O)n(-c2ccccc2)n1C	-4.1	1.4	-2.9	42.3*	-2.0	32.6	32.7
COc1ccc2c(=O)c(C(=O)NCCc3ccc(OC)c(OC)c3)c[nH]c2c1	3.0	3.1	0.5	x	x	x	x
CCN(CC)CCCNC(=S)N(CCCO)Cc1cc2cc3c(cc2[nH]c1=O)OCO3	-1.2	-2.0	2.4	-8.2	-2.9	3.0	-2.8
O=C(c1nsnc1-c1ccccc1O)N1CCCCC1	5.4	x	-0.7	x	x	11.4	x
Cc1ccc(S(=O)(=O)N(C)C[C@H]2Oc3ccc(NC(=O)Nc4ccc(F)cc4)cc3CC(=O)N([C@H](C)CO)C[C@@H]2C)cc1	-3.4	x	-24.7	-0.2	3.9	9.6	6.3
COc1ccc2c3c(n(C)c2c1)[C@@H](CO)N(C(=O)Nc1ccc(F)cc1)CC31CCN(C(=O)CN2CCOCC2)CC1	x	x	x	7.3	-7.6	-11.9	-1.5
COc1ccccc1CCNC(=O)c1cc(-c2ccncc2)nc2ccc(Br)cc12	5.1	4.2	-15.7	6.4	-0.4	23.3	-1.1
COCC#Cc1ccc([C@@H]2[C@H](CO)N3C(=O)CN(C(=O)CN4CCOCC4)C[C@@H]23)cc1	x	-7.6	x	-0.7	-1.8	10.5	9.6
CC(C)OCCCn1c(=O)c2ccccc2n2c(CCC(=O)O)nnc12	-9.6	8.8	-1.0	3.0	0.4	-5.0	1.3
O=[N+]([O-])c1cccc(-c2ccc(CN3CCN(c4ccccc4)CC3)o2)c1	-0.3	1.6	-7.5	-7.2	0.9	-5.0	-2.7
CCCn1nnc(NC(=O)c2ccccc2Cl)n1	-8.7	x	-36.5	0.4	-3.4	13.4	1.1
CN(C)CCCN(Cc1ccc2c(c1)OCO2)C(=O)NC1CCCCC1	x	-0.2	x	-3.1	1.4	-11.6	-10.9
C=CC(C)(C)c1c2occc2c(O)c2ccc(=O)oc12	-10.1	x	-8.4	1.4	0.2	3.1	2.4
CCOCc1c(C(=O)OCC(=O)/C(C#N)=C(\C)N)oc2ccccc12	x	8.9	x	-2.0	-0.7	2.7	-5.5
C#CCN(C[C@H]1[C@H](OC(=O)NCc2ccccc2)[C@H](OC(=O)NCc2ccccc2)C[C@@H](C(=O)OC)[C@H]1C(=O)OC)S(=O)(=O)c1ccc(C)cc1	0.3	3.3	11.5	-3.6	-1.9	4.6	-1.2
Cc1cc(C)cc(NC(=S)N2CCC(N(C)CC3CCCO3)CC2)c1 (configuration not stated)	-1.7	3.1	-3.8	-12.1	-3.2	2.5	2.3
CCCCN(C)C(=O)CCC(=O)Nc1ccc2nc(N3CCN(C)CC3)cc(C)c2c1	x	0.3	x	-7.0	-4.8	-4.3	1.4
CCCC#Cc1ccc([C@@H]2[C@@H](CO)N(C(=O)CN3CCOCC3)[C@H]2C#N)cc1	4.1	9.5	4.2	1.4	2.8	11.3	-28.9
Cc1ccc(NC(=O)C2(c3ccccc3)CCOCC2)cc1	-4.0	-1.6	10.4	3.3	4.3	17.8	-2.0
COc1ccc(CN2CC(C(=O)NCCCN3CCCCC3)CC2=O)cc1 (configuration not stated)	-0.6	3.1	17.2	-22.1	-3.5	2.8	-12.1
Fc1cccc(CSc2ccc(-c3ccc4c(c3)OCO4)nn2)c1	37.9	7.6	16.4	-3.7	-6.0	-43.1	-8.3
COc1ccc(S(=O)(=O)N(C)C)cc1NC(=O)CCCSc1ccccc1	-2.4	13.3	3.8	3.6	-3.7	13.1	-4.4
Cc1cccc(CC2S/C(=N/c3cccc(C)n3)NC2=O)c1 (configuration not stated)	x	-6.5	x	-0.8	-4.7	-0.1	-3.5
Clc1ccc(-c2csc(Nc3ccccc3)[n+]2Cc2ccco2)c(Cl)c1	x	-8.1	x	0.6	-3.2	-47.8	-3.5
CC/C(=N\NC(=O)c1cc(C)oc1C)c1ccc(OC(F)F)cc1	1.8	-7.8	-23.0	0.4	-1.0	-13.7	-7.1
COc1cc2c(cc1OC)CN(C(=O)CN1CCN(S(=O)(=O)c3ccccc3Br)CC1)CC2	-4.1	4.0	-9.4	4.2	-0.4	6.0	-0.8
O=C(NNC(=O)C1CCN(C(=O)Nc2ccccc2)CC1)c1ccc([N+](=O)[O-])cc1	-6.3	5.0	4.5	-0.2	-3.5	15.6	-0.4
COc1ccc(OC)c(S(=O)(=O)N2CCCC2C(=O)NC(C)c2ccccc2)c1 (configuration not stated)	-2.7	5.0	8.9	-1.8	-4.8	-0.1	-4.4
COc1ccc(CCNC(=O)C2CC(=O)N(C3CCCCC3)C2)cc1OC (configuration not stated)	-2.7	4.0	-4.2	-4.5	-2.8	-38.3	22.0
Cn1c(-c2c(N)n(CCCc3ccccc3)c3nc4ccccc4nc23)nc2ccccc21	0.8	x	x	0.9	-1.9	28.4	-1.7
CCn1c(-c2cc(Br)ccc2O)n[nH]c1=S	2.6	x	6.1	0.5	0.1	24.9	-2.7
C[C@H](CO)N1C[C@H](C)[C@H](CN(C)CC2CCCCC2)Oc2ccc(NC(=O)Nc3ccc4c(c3)OCO4)cc2CC1=O	-9.3	x	10.1	-0.5	0.9	9.0	6.5
Cc1nc(Cl)c(C(=O)NCc2ccccc2)c(C)c1Cl	2.7	7.6	3.6	-2.0	-3.2	-0.7	3.2
NC(=O)N/N=C/c1ccc(-n2nncc2-c2ccc(Cl)cc2)cc1	4.5	-1.9	19.2	3.9	-2.9	-15.5	-2.0
O=C(C[n+]1ccc(/C=N/O)cc1)NC(=O)Nc1ccccc1	2.8	-1.4	3.4	-12.4	0.4	-9.4	-1.9
COc1ccc2c3c([nH]c2c1)[C@H](CO)N(C(=O)Nc1ccc(F)cc1)CC31CN(C(=O)Nc2ccccc2)C1	x	x	x	-2.0	1.4	3.3	4.0
C[C@H]1CN([C@@H](C)CO)C(=O)c2cc(Br)cnc2O[C@H]1CN(C)Cc1cccc(F)c1	-4.0	3.6	x	1.7	-3.9	1.3	5.3
COc1cc2c(cc1OC)CN(C(=O)CSc1ccccc1C)CC2	-0.2	8.0	3.0	2.4	-4.9	-5.2	-4.2
O=C(NCc1cccnc1)[C@@H]1CC=C[C@@H]2CCN(Cc3ccc(Cl)c(Cl)c3)C(=O)[C@@H]21	-3.8	-2.6	2.6	0.4	-1.1	14.8	1.7
COc1ccc(OC)c(CNC(=O)c2cc(=O)[nH]c3ccc(S(=O)(=O)N4CCCC4)cc23)c1	x	11.4	x	0.9	-2.6	-15.4	0.5
CCCOc1ccc(C(O)C(CN2CCOCC2)c2ccccc2)cc1 (configuration not stated)	-7.3	x	-3.2	-1.8	-7.4	-5.5	-3.6
O=C(NC1Cc2ccccc2C1)[C@@H]1[C@@H](CO)[C@@H]2Cn3c(ccc(C4=CCCCC4)c3=O)[C@@H]2N1CC1CC1	x	x	x	-2.0	-6.8	-12.5	-5.4
CCCCc1c(-c2ccc(F)cc2)ncn1CCc1ccccc1OC	x	5.2	x	1.7	0.5	9.2	4.0
CCN(CC)c1nc2ccccc2nc1-n1nc(C)cc1C	1.9	14.4	-16.0	x	x	x	x

Additional compounds follow:
SMILES	esBAF inh	FN deposition inh	C2C12 statin	CASP6 VEID inh	SIRT5 block	LGR2 antag	S100A4 MyoIIA
COc1cc(NC(=O)CN(C)S(=O)(=O)c2ccc3c(c2)CC(C)N3C(C)=O)cc(OC)c1OC (configuration not stated)	-6.4	-26.0	109.4*	-4.3	-2.6	-9.5	2.0
C#CCNC(=O)C1=C[C@@H](c2ccc(C(F)(F)F)cc2)C[C@@H](OCc2ccc(CO)cc2)O1	-4.9	-2.0	-9.9	-1.3&-1.3	2.5&3.0	8.4	-9.1&-4.0
Cn1nc(C(F)(F)F)c(-c2ccc(Br)cc2)c1NC(=O)CSCC(=O)O	x	-5.8	x	-0.1	-2.3	1.8	-3.1
Cc1ccc(-c2cc3ccccc3nc2N)cc1	46.9*	0.2	-7.5	0.9	-10.4	-82.2	-2.2

At a glance, part of the list above:
SMILES	esBAF inh	FN deposition inh	C2C12 statin	CASP6 VEID inh	SIRT5 block	LGR2 antag	S100A4 MyoIIA
O=C(NC1Cc2ccccc2C1)[C@@H]1[C@@H](CO)[C@@H]2Cn3c(ccc(C4=CCCCC4)c3=O)[C@@H]2N1CC1CC1	x	x	x	-2.0	-6.8	-12.5	-5.4
CCCCc1c(-c2ccc(F)cc2)ncn1CCc1ccccc1OC	x	5.2	x	1.7	0.5	9.2	4.0
CCN(CC)c1nc2ccccc2nc1-n1nc(C)cc1C	1.9	14.4	-16.0	x	x	x	x
COc1cc(NC(=O)CN(C)S(=O)(=O)c2ccc3c(c2)CC(C)N3C(C)=O)cc(OC)c1OC (configuration not stated)	-6.4	-26.0	109.4*	-4.3	-2.6	-9.5	2.0
